Source: PubChem (The Scripps Research Institute Molecular Screening Center)
SRC2 inh: inhibition of GAL4-SRC2 driven luciferase reporter, primary screen, SRC2 inhibitor project, cell-based, luminescence | HEK293 GAL4-SRC2 luciferase reporter | inhibition, % at 9 µM | actives 0.17% (n = 370,000);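 active = inhibition above the mean inhibition of all tested compounds plus 3 SD, set per campaign, cut at about 52% in these data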;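 also: 0% = DMSO treated cells and 100% = cells given Gossypol at 36 µM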
NR2F2 inh: NR2F2 transcriptional activity inhibitors, primary screen, cell-based, luciferase reporter, HEK293T, luminescence | COUP transcription factor 2 (Homo sapiens), P24468 | inhibition, % at 8.6 µM | actives 0.7% (n = 370,000) | AID 686940, 2013 | HEK293T NGFI-A luciferase reporter;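 active = inhibition above a per-plate cutoff, mean inhibition of test wells between control levels plus 3 SD, cut at about 38% in these data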;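 also: cells cotransfected with COUP-TFII expression vector driving the NGFI-A reporter; 0% = median of COUP-TF2 test wells and 100% = reporter-only cells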
Target sequence (P24468 whole entry, looked up): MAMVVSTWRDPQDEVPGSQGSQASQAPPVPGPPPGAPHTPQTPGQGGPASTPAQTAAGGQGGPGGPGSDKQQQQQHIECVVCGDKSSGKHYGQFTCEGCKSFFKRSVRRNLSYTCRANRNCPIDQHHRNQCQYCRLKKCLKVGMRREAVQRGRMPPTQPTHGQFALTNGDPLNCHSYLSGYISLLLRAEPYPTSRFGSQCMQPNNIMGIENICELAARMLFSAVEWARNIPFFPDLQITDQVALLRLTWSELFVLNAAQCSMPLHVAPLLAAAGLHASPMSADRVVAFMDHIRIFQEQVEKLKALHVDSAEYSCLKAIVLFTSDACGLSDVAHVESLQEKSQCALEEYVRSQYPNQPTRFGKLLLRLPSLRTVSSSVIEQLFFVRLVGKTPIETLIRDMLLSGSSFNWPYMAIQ
* = called active by the depositor. Not all compounds are listed; the hit share may differ from the screen's.

SRC2 inh,NR2F2 inh,structure
4,19,COc1ccc(S(=O)(=O)N2CCN(C(=O)CSc3nc4ccccc4nc3N3CCCCC3)CC2)cc1
16,7,CCc1ccc(-n2c(SCC(=O)Nc3ccc(C(=O)O)cc3)nnc2-c2ccncc2)cc1
-16,0,CCCN(C(=O)CCc1cn(CCC)c2ccccc12)c1ccc(Oc2cccnc2)cc1
5,-4,OCC[C@@H]1C[C@H](O)[C@@H](O)[C@@]2(OCCc3cc(C(F)(F)F)ccc32)O1
16,-1,O=C(C(=O)N1CCC(CNS(=O)(=O)c2ccc(C(F)(F)F)cc2)CC1)c1cccs1
13,6,Cc1occc1-c1nnc(SCC(=O)N2CCN(c3ncccn3)CC2)n1-c1ccccc1
9,11,Cc1occc1-c1nnc(SCC(=O)Nc2nccs2)n1CCc1ccccc1
-18,2,CCCCCCCCN1C(=O)[C@@H](CC(=O)NCc2cccc3ccccc23)C[C@@]2(C(=O)OC)C1=C[C@H](C(C)(C)C)O[C@@H]2C
-43,-11,Nc1ccn([C@@H]2O[C@H](C(=O)N[C@H](Cc3ccccc3)C(=O)NCC(=O)N3CCOCC3)[C@@H](O)[C@H]2O)c(=O)n1
8,6,Cc1onc(-c2c(F)cccc2Cl)c1C(=O)Nc1cccc(S(=O)(=O)N2CCCCC2)c1
13,-8,Cc1cc2c(c(=O)o1)[C@@]1(C(=O)N(C)c3c(Br)cccc31)C1=C(CCCC1=O)O2
9,-2,CC(C)=CCC[C@@]1(C(=O)O)[C@@H]2C/C=C(\C)CC/C=C(\C)CC[C@H]1[C@]1(CC2)CO1
4,3,Cc1ccc(CN2CCCCC(NC(=O)c3cccc([N+](=O)[O-])c3)C2=O)cc1 (stereo unspecified)
1,0,CCNC(=S)NNC(=O)CSc1nnc(SCc2cccc3ccccc23)s1
-3,5,Cc1c(C(=O)N2CC(C)OC(C)C2)sc2nc(-c3ccccc3)cn12 (stereo unspecified)
-13,-9,COc1ccc(OC)c(S(=O)(=O)n2c(CN3CCOCC3)nc3ccccc32)c1
16,30,O=C(C1CCCN(S(=O)(=O)c2ccc([N+](=O)[O-])cc2)C1)N1CCN(Cc2ccccc2)CC1 (stereo unspecified)
-4,-4,O=C(Cc1ccc(NC(=O)C2CCN(C(=O)C3CCCC3)CC2)cc1)Nc1cccc(C(=O)N2CCCC2)c1
-1,-1,Cc1c(NC(=O)C2CCCN(S(=O)(=O)c3ccccc3[N+](=O)[O-])C2)c(=O)n(-c2ccccc2)n1C (stereo unspecified)
1,-25,CCCCCC[C@@H](CCCc1ccccc1OC)CN(CCCC)S(C)(=O)=O
26,26,O=C(Nc1ccccc1C(F)(F)F)OCCCN1CCC2(CCC(c3ccccc3)CC2)C1=O (stereo unspecified)
-14,-6,C=CC[C@@H]1NN2C(=O)[C@@H](CCc3ccccc3)[C@@H]3c4ccccc4C=NN3[C@@H]2c2ccccc21
-11,9,COC(=O)c1cc(C(=O)c2ccccc2)n2c(=O)/c(=C\N(C)C)sc12
-4,9,COC(=O)[C@]12C[C@H](CC(=O)NCC34CC5CC(CC(C5)C3)C4)C(=O)N(Cc3ccc(Cl)cc3Cl)C1=C[C@H](C1CCCC1)O[C@@H]2C
8,-31,O=[N+]([O-])c1ccc(NCCCN2CCC(C(O)(c3ccccc3)c3ccccc3)CC2)cc1
-5,-2,O=C1CC2c3cc(-c4cc5ccccc5o4)ccc3CCN2C(=O)CN1Cc1ccccc1 (stereo unspecified)
11,3,C=CCN1[C@@H](CC(C)C)COc2cc(F)ccc2S1(=O)=O
-42,-10,Nn1c(SCC(=O)Nc2nccs2)nnc1-c1cc(-c2ccccc2)n[nH]1
-35,7,O=C(NC(CC1=CCCCC1)c1ccc2ccccc2c1)C(F)(F)F (stereo unspecified)
3,-13,C=CCN(CC#Cc1ccccc1)Cc1ccc2c(c1)OCO2
0,9,COc1cc(NC(=O)C2CCCN(S(=O)(=O)c3ccccc3[N+](=O)[O-])C2)cc(OC)c1 (stereo unspecified)
4,8,Cc1ccc(C)c(N2CCN(C(=O)CC3Sc4ccccc4NC3=O)CC2)c1 (stereo unspecified)
-24,-4,CCCCNC(=O)C[C@H]1C[C@@]2(C(=O)OC)C(=C[C@H](C(C)(C)C)O[C@@H]2C)N(Cc2ccccc2)C1=O
-4,1,COc1ccc(Oc2c(Cl)cnn(CC(=O)C(c3ccccc3)c3ccccc3)c2=O)cc1
-16,17,COC(=O)[C@]12C[C@H](CC(=O)N3CCCC3)C(=O)N(Cc3ccc(Cl)cc3Cl)C1=C[C@H](C1CCCC1)O[C@@H]2C
-11,-17,CC(C)(C)c1ccc(-c2nnc(SCC(=O)Nc3ccc4cn[nH]c4c3)n2-c2ccc(Cl)cc2)cc1
2,3,Cc1ccc2oc(=O)c3cnn(CC(=O)N4CCN(c5cccc(C(F)(F)F)c5)CC4)c3c2c1
8,13,Cc1cc(NS(=O)(=O)c2ccc(NC(=O)CSc3nnc(SCc4ccc(F)cc4)s3)cc2)nc(C)n1
-29,17,C=CCN(C)CC#Cc1ccccc1
-24,-4,Cn1cc(CCOCc2ccccc2)c2ccccc21
4,17,COC(=O)[C@]12C[C@H](CC(=O)NCc3cccc4ccccc34)C(=O)N(Cc3ccc(Cl)cc3Cl)C1=C[C@H](COCc1ccccc1)O[C@@H]2C
-26,-2,O=C(NS(=O)(=O)c1cccc(F)c1)[C@H]1O[C@@H](n2ccc(=O)[nH]c2=O)[C@H](O)[C@@H]1O
7,7,CN(Cc1cn(CC2CCCCC2)nn1)S(=O)(=O)c1ccccc1Br
10,-7,COC(=O)C1CN(C2CC2)CCS(=O)(=O)N1Cc1cn(Cc2ccc(OC)cc2)nn1 (stereo unspecified)
5,8,COC(=O)C1CN(Cc2ccc(F)cc2)CCS(=O)(=O)N1Cc1cn(Cc2ccccc2)nn1 (stereo unspecified)
11,8,Cc1ccccc1S(=O)(=O)N1CCCc2nc(-c3ccccc3)ccc21
-32,3,O=C(Nc1ccc(F)cc1)OCc1cn(Cc2ccccc2F)nn1
-9,-9,O=C(NCCc1ccccc1)OCc1cn(-c2ccccc2Cl)nn1

Part of the list above, with tabs.
smiles	SRC2 inh	NR2F2 inh
COC(=O)C1CN(C2CC2)CCS(=O)(=O)N1Cc1cn(Cc2ccc(OC)cc2)nn1 (stereo unspecified)	10	-7
COC(=O)C1CN(Cc2ccc(F)cc2)CCS(=O)(=O)N1Cc1cn(Cc2ccccc2)nn1 (stereo unspecified)	5	8
Cc1ccccc1S(=O)(=O)N1CCCc2nc(-c3ccccc3)ccc21	11	8
O=C(Nc1ccc(F)cc1)OCc1cn(Cc2ccccc2F)nn1	-32	3
O=C(NCCc1ccccc1)OCc1cn(-c2ccccc2Cl)nn1	-9	-9

(list continues)
SRC2 inh,NR2F2 inh,structure
17,-29,CC(=O)N1CCCN(S(=O)(=O)c2ccc3c(c2)n(C)c(=O)c(=O)n3C)CC1
7,18,CN(Cc1ccccc1)S(=O)(=O)c1cccc(C(=O)OCc2ccc(C(F)(F)F)cc2)c1
-15,-9,COC(=O)c1cc(-c2cccc3ccccc23)c(=O)n2c1CCC2
-8,7,COC(=O)[C@]12C[C@H](CC(=O)NCCCN3CCCC3=O)C(=O)N(Cc3ccc(Cl)cc3Cl)C1=C[C@H](COCc1ccccc1)O[C@@H]2C
-70,-34,O=Nc1ccc(Cl)cn1
-7,9,CCCC(=O)OC12CCCN(C1)/C(=C/c1ccc(OC)cc1)C2 (stereo unspecified)
6,-1,C#CCOCCOCCOCCNc1nc(N2CCN(C(=O)C([C@@H](C)CC)n3cc(C(N)COC(=O)C(F)(F)F)nn3)CC2)nc(N2CCN(C(=O)C([C@@H](C)CC)n3cc(C(N)CC(C)C)nn3)CC2)n1 (stereo partly specified)
-1,-19,Cc1cc(NC(=O)COc2cccc3cccnc23)no1
-1,-19,Cc1ccccc1CN1CCN(C(=O)[C@H]2O[C@@H](n3cnc(C(N)=O)n3)[C@H](O)[C@@H]2O)CC1
-11,2,COc1ccc2[nH]cc(C(=O)CN3CCN(C/C=C/c4ccccc4)CC3)c2c1
7,6,Cc1[nH]c2ccccc2c1CC(=O)Nc1ccc(Nc2cccnc2)c(-c2ccc(F)c(F)c2)c1
-18,-2,CC(C)[C@H](N)C(=O)N[C@H](C(=O)N1CCC2CCN(S(=O)(=O)c3ccccc3)CC21)C(C)C (stereo partly specified)
8,1,COc1cccc(CNS(=O)(=O)c2cc3c(cc2Br)CC(C)N3C(C)=O)c1 (stereo unspecified)
2,-7,COC(=O)[C@]12C[C@H](CC(=O)NCCC(C)C)C(=O)N(CCC3=CCCCC3)C1=C[C@H](C1CCCC1)O[C@@H]2C
6,7,O=C(C1CCC1)N1CCc2cc(S(=O)(=O)N3CCN(c4ccccc4F)CC3)ccc21
14,1,CSCCC1NC2(C(=O)Nc3ccc(Cl)cc32)[C@@H]2C(=O)N(C3CCCC3)C(=O)[C@H]12 (stereo partly specified)
0,17,O=C1CC(Cc2ccccc2)C(=O)N1CCCn1ccnc1 (stereo unspecified)
-5,19,Cc1cc(N2CCN(C(=O)OC(C)(C)C)C[C@H]2C)ccc1N1CC[C@@H](O)C1
2,19,CCC(C)NC(=S)N1CCN(C)CC1 (stereo unspecified)
-19,-2,C[C@@H]1CN([C@@H](C)CO)C(=O)CCCn2nncc2CO[C@H]1CN(C)CC1CC1
-14,-5,C[C@H]1COc2c3ccccc3nn21
-48,-23,Cc1ccc(-c2c(NC(=O)Nc3ccccc3)nc3ncccn23)cc1
-6,-21,COC(=O)[C@]12C[C@H](CC(=O)NCCCN3CCCC3=O)C(=O)N(CCC3=CCCCC3)C1=C[C@H](C(C)(C)C)O[C@@H]2C
22,9,C[C@@H]1ON(C)[C@H]2C[C@H]3c4cc(Br)ccc4CCN3C[C@@H]12

Three compounds out of the list, arranged by length of the SMILES, ascending:
SRC2 inh,NR2F2 inh,structure
1,-25,CCCCCC[C@@H](CCCc1ccccc1OC)CN(CCCC)S(C)(=O)=O
-11,9,COC(=O)c1cc(C(=O)c2ccccc2)n2c(=O)/c(=C\N(C)C)sc12
8,6,Cc1onc(-c2c(F)cccc2Cl)c1C(=O)Nc1cccc(S(=O)(=O)N2CCCCC2)c1

(continued)
SRC2 inh,NR2F2 inh,structure
17,7,Cc1onc(-c2ccccc2)c1C(=O)NCC1CCN(C(=O)C(=O)c2cccs2)CC1
15,-2,CCc1cc2c(nc1CC)CCCN2S(=O)(=O)c1c(C)noc1C
-7,19,COC(=O)[C@]12C[C@H](CC(=O)NCCc3ccccc3OC)C(=O)N(CCc3ccc(OC)c(OC)c3)C1=C[C@H](COCc1ccccc1)O[C@@H]2C
12,2,COc1ccc(CN(CCN2CCOCC2)C(=O)c2ccc(F)cc2Cl)cc1OC
-12,-4,Cc1cc(NS(=O)(=O)c2ccc(NC(=O)CSc3nnc(-c4cnccn4)n3-c3ccccc3)cc2)nc(C)n1
-29,-12,C[C@H](CO)N1C[C@H](C)[C@@H](CN(C)C(=O)Nc2ccc(C(F)(F)F)cc2)OCc2cn(nn2)CCCC1=O
-14,-19,COC(=O)C1=C(C)N(C)C(=NCC2CC2)NC1c1ccc(F)cc1 (stereo unspecified)
-2,-22,O=C(Nc1ccc(F)cc1)OCc1cn(Cc2ccc(Cl)cc2)nn1
-14,-7,C=CCN1C(=O)[C@@H](CC(=O)NCc2ccc(C)o2)[C@]2(C(=O)OC)CCCCC=C12
10,4,C#CCN1CC(COCCCC)Oc2cccc(Oc3ccc(C(C)(C)C)c(C)c3)c2S1(=O)=O (stereo unspecified)
24,-10,COC(=O)[C@H](C(C)C)N(CCCc1cn(Cc2ccc(C)cc2)nn1)S(=O)(=O)c1ccccc1Br
10,-11,O=C(N[C@H]1C[C@@H]2O[C@@H](CO)CC[C@@H]2O[C@@H]1CCc1ccc(-c2cccnc2)cc1)c1cccc(F)c1
-29,-11,COc1ccc(C=O)cc1-c1cc(C(C)=O)c2n(c1=O)CCC2
-68,-18,O=S(=O)(N1CCCCC1)n1nnc2cc3ccccc3cc21
4,-4,O=C(Nc1nc2ncccn2c1-c1ccccc1)c1ccccc1
-8,-2,COc1ccc(C(=O)/C=C(\Nc2ccc(F)cc2)c2ccc(OC)cc2OC)c(OC)c1
1,-7,CC(COc1cccc([N+](=O)[O-])c1)CN1CCC(C(O)(c2ccccc2)c2ccccc2)CC1 (stereo unspecified)
-16,-1,COC1=C[C@H](C(=O)NCc2ccccn2)[C@@]2(C)Cc3ccccc3[C@H]2CC1=O
-7,-14,O=S1(=O)CC2c3ccccc3CN2CN1Cc1ccccc1 (stereo unspecified)
-28,-2,COc1ccc(C(=O)C2(C(=O)NCc3ccccc3)CC(c3ccccn3)=NO2)cc1 (stereo unspecified)
3,-10,NC(=O)c1ncn([C@@H]2O[C@H](C(=O)N[C@H](Cc3c[nH]c4ccccc34)C(=O)N3CCN(C(=O)N4CCCCC4)CC3)[C@@H](O)[C@H]2O)n1
-6,7,CCC(CC)CN1CCC(CN2C(=S)NC[C@@H]2Cc2ccccc2)CC1
0,8,COc1ccc(S[C@]2(C(=O)N3CCN(c4ncccn4)CC3)CC(=O)N(C(=O)Nc3ccc(C)c(Cl)c3)[C@@H]2c2ccc(OC)cc2)cc1
-8,14,COC(=O)[C@@]12CCCCC3=C1N(CCC3)C(=O)[C@H]2CC(=O)N1CCC(c2ccccc2)CC1
12,6,COc1ccc(C2C(C(=O)Nc3c(C)cccc3C)CCC(=O)N2c2ccc(OC)cc2)cc1 (stereo unspecified)
